Compound activity as filed in PubChem BioAssay.
MazF activator = activators of E. coli MazEF toxin-antitoxin RNase | P0AE70 | FAM/BHQ RNA-DNA oligo cleavage fluorescence, 5 h | activation, % at 20 µM | hit rate 0.32% among 350,000 | AID 504720; in the data active = activation above about 50%
Target sequence (P0AE70 whole entry, looked up): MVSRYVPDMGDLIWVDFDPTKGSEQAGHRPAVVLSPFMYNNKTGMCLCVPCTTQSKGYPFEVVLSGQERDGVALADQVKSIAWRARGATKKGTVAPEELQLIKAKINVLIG
Yp Topo-I inh = inhibitors of Yersinia pestis topoisomerase I; AID 504884; activity, % at 10 µM; hit rate 0.064% among 360,000; Y. pestis Topo-I cleavage product accumulation, plate reader; in the data active = activity above about 50%, passing the limit was not always enough; note: inactives centre near 2
Rv3671c inh = inhibitors of M. tuberculosis serine protease Rv3671c. AID 2606. hit rate 0.048% among 320,000. inhibition, % at 5.96 µM. P9WHR9; in the data active = inhibition above about 38%;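 note: extracellular domain of Rv3671c used as enzyme; 0% = enzyme with DMSO and 100% = no enzyme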
Target sequence (P9WHR9 whole entry, looked up, the tested form may be a part): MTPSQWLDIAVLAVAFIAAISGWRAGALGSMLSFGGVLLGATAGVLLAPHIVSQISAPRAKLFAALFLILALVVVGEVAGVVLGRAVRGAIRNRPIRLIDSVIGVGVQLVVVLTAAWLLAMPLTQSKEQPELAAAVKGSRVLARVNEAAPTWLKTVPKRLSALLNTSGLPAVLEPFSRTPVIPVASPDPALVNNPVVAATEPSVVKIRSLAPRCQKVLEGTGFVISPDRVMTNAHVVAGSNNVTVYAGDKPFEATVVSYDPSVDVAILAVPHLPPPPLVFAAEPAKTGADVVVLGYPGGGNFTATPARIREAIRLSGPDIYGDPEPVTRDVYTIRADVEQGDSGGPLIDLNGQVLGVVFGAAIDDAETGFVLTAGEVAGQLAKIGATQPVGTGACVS
SSB-PriA inh = K. pneumoniae PriA-SSBct interaction inhibition; hit rate 0.6% among 430,000; AID 1272365; inhibition, % at 33 µM; AlphaScreen SSBct-PriA binding, biotinylated peptide; in the data active = inhibition mostly above about 37%, no sharp cut-off; inactive = mostly below about 20%;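 note: plate controls were negative control peptide for no effect and reference peptide for full effect; strong numbers were not always called active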
CCHFV vOTU inh = CCHFV vOTU protease inhibition. Pep-AMC fluorescence. inhibition, % at 11.5 µM. hit rate 0.55% among 370,000; in the data active = inhibition above about 30%; note: 0% = vehicle wells with enzyme and 100% = no enzyme wells
BH1578 lux ind = induces V. cholerae light production without autoinducers | V. cholerae BH1578 lux reporter, luminescence, 6 h | hit rate 0.16% among 350,000 | activation, % at 18.7 µM; in the data active = activation mostly above about 9.7%, no sharp cut-off; note: not every result past the cut was called active; inactives centre near 0; reference of the scale not given here
PrPC surface inh = inhibitors of human cell surface prion protein PrPC; TR-FRET read-out; inhibition, % at 13.8 µM; hit rate 0.43% among 370,000; AID 720596; in the data active = inhibition above about 24%; note: 0% = median of the test wells and 100% = reference compound wells
SARS 3CLpro inh = SARS-CoV 3CLpro protease inhibition. P0C6X7. recombinant SARS-CoV 3CLpro, quenched FRET peptide cleavage. inhibition, % at 6 µM. hit rate 0.14% among 290,000. AID 1706; in the data active = inhibition above about 12%
DUSP3 inh = inhibitors of human VHR1 phosphatase (DUSP3); inhibition, % at 13.3 µM; recombinant VHR phosphatase, pNPP absorbance; hit rate 0.52% among 290,000; P51452; in the data active = inhibition above about 50%; note: some compounds called inactive have numbers as strong as hits
Target sequence (P51452 whole entry, looked up): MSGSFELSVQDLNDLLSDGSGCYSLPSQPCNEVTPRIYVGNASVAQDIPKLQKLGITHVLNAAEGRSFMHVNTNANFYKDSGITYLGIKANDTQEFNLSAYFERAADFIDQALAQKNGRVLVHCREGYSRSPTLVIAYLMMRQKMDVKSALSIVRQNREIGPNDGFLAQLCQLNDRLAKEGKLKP
TcdB GH inh = TcdB glycohydrolase inhibition. TcdB glycohydrolase enzymatic assay, plate reader. P18177. hit rate 0.24% among 350,000. inhibition, % at 9.99 µM; in the data active = inhibition above about 10%
* = called active by the depositor; i = inactive; . = not tested or not shown; & = joins results of further samples.

SMILES	MazF activator	Yp Topo-I inh	Rv3671c inh	SSB-PriA inh	CCHFV vOTU inh	BH1578 lux ind	PrPC surface inh	SARS 3CLpro inh	DUSP3 inh	TcdB GH inh
CCOC(=O)C1=C(c2ccccc2)O/C(=C(\C(=O)OC)C(F)(F)F)S1	-5	-8	-1	-17	7	i	-3	5	-46	.
CC(C)(C)c1ccc(OCCC(=O)OCC(=O)NC2CCS(=O)(=O)C2)cc1 (configuration not stated)	0	20	-11	-9	16	-0.3	4	.	.	1.7
CCCN1CCc2c(sc3nc(SCC)n(-c4ccc(OC)cc4)c(=O)c23)C1	6	12	.	-2	.	i	.	1	-4	.
O=C(Cc1c(Cl)cccc1Cl)OCC(=O)c1ccc[nH]1	3	4	.	.	3	-0.3	-3	.	.	1.0
CC(=O)Nc1cccc(-c2ccnc3c2CC(C)(C(=O)NCc2cccs2)O3)c1 (configuration not stated)	.	3	.	.	-3	-1.4	3	.	.	2.3
CC(=O)/C=C1\N(C)c2ccc(C)cc2C1(C)C	-18	1	-60	-14	-1	1.5	18	-2	8	-1.0
Cc1ccc2nc(Nc3ccc4[nH]c(=O)[nH]c4c3)c(-n3nc(C)cc3C)nc2c1	5	-3	14	-2	-5	-1.6	2	0	-12	.
CC(C)N1CCC1(C)C(=O)Nc1ccc2cn[nH]c2c1 (configuration not stated)	.	4	.	.	-3	-0.8	0	.	.	1.1
CCc1ccc(N(CC(=O)NC(C)(C)CC)C(=O)CCC(=O)Nc2nccs2)cc1	0	30	-7	2	21	i	-3	1	-8	1.1
Cc1ccc(CCNC(=O)CCn2c(=O)c3cccn3c3ccc(F)cc32)cc1	1	22	4	1	11	-0.4	-3	0	-13	2.6
CCOC(CNc1ncnc2c1cnn2C)OCC	3	3	0	-5	14	i	-7	4	9	1.6
O=c1[nH]c(CN2CCN(C/C=C/c3ccccc3)CC2)nc2ccccc12	11	10	-16	-8	-3	-2.2	-9	2	2	0.4
O=C(O)CCNc1ccc(NCCC(=O)O)c2c1C(=O)c1ccccc1C2=O	-129	-8	18	2	8	i	-127	3	-5	-43
Cc1ccccc1OCCC(=O)NNC(=O)c1ccccc1F	6	-5	2	3	5	i	3	.	.	1.5
Cc1ccc(S(=O)(=O)N(C)C)cc1NC(=O)c1cc(=O)c2ccccc2o1	-16	-2	-8	-31	8	-0.3	-8	-4	2	1.9
NC(=O)N/N=C/c1c(F)cccc1F	-4	-1	-14	.	2	-0.2	-7	-1	5	0.8
COCCN(Cc1ccccc1)C(=O)c1cc(-c2ccc(OC)c(OC)c2)nc2ccccc12	5	18	-8	-24	0	i	5	3	-23	3.7
CC(=O)N1CCC(N(CCN2CCOCC2)C(=S)Nc2cc(C)ccc2C)CC1	2	1	0	1	1	-0.2	-4	-2	24	0.1
CCN(CC)S(=O)(=O)c1ccc2oc(Nc3ccc(OC)cc3)nc2c1	7	0	1	8	-6	-9.4	-3	0	7	0.6
COc1ccc(OC)c(N(CC(=O)Nc2ccc(NC(C)=O)cc2)S(C)(=O)=O)c1	-1	1	1	-10	-1	i	7	-2	-11	-1.3
CC1CCCCC1NC(=O)/C(C#N)=C/C=C/c1ccccc1[N+](=O)[O-] (configuration not stated)	-11	-3	16	6	3	-0.1	-2	-2	30	2.4
N=c1c(C(=O)NC2CCCC2)cc2c(=O)n3ccccc3nc2n1CCCN1CCOCC1	15	-10	-5	-10	-99	-0.2	-23	-2	43	-0.3
O=C(COCc1ccccc1)N[C@@H](Cc1ccc(O)cc1)C(=O)O	1	8	-2	-5	0	-0.3	8	-2	18	-0.6
COc1ccc(/C=C2\SC(N)=NC2=O)cc1	5	8	.	.	10	1.5	-9	5	8	0.4

Overlap with the part before: three entries, then new ones.
SMILES	MazF activator	Yp Topo-I inh	Rv3671c inh	SSB-PriA inh	CCHFV vOTU inh	BH1578 lux ind	PrPC surface inh	SARS 3CLpro inh	DUSP3 inh	TcdB GH inh
N=c1c(C(=O)NC2CCCC2)cc2c(=O)n3ccccc3nc2n1CCCN1CCOCC1	15	-10	-5	-10	-99	-0.2	-23	-2	43	-0.3
O=C(COCc1ccccc1)N[C@@H](Cc1ccc(O)cc1)C(=O)O	1	8	-2	-5	0	-0.3	8	-2	18	-0.6
COc1ccc(/C=C2\SC(N)=NC2=O)cc1	5	8	.	.	10	1.5	-9	5	8	0.4
CCCCCOCC1CC(C/C(C)=N/Nc2nc(-c3ccccc3)cs2)C(=O)O1 (configuration not stated)	1	-12	8	.	-1	-1.1	1	0	19	.
CC(=Nc1ccccc1)C1=C(O)C(Cc2ccccc2)NC1=O (configuration not stated)	5	8	.	-4	-4	i	8	.	.	2.0
COc1ccc(OC)c(S(=O)(=O)NCc2cc(-c3ccccc3)no2)c1	1	1	-5	-16	-10	i	2	9	-11	3.0
COc1ccc(-c2cc(-c3ccc(OC)cc3)nc(-c3ccc4c(c3)NC(=O)CO4)c2)cc1	-32	1	-2	-10	11	i	-5	-2	25	.
O=C(CC(Sc1n[nH]c(-c2ccccc2)n1)c1ccccc1)NCc1ccccc1 (configuration not stated)	-3	16	2	6&-15	3	i	6	0	24	.
CC(C)(C)NCC(O)COc1ccc(Br)cc1 (configuration not stated)	1	1	2	-17&-3	-12	2.3	0	5	9	0.0
CCC(=O)N1CCc2cc(S(=O)(=O)CCC(=O)NCc3cccc(OC)c3)ccc21	-14	-4	1	0	11	-0.4	0	-2	12	-4.7
Cc1cccc(N2CCN(C(=O)c3ccc(-n4cncn4)c([N+](=O)[O-])c3)CC2)c1C	7	24	2	-7	1	i	-15	4	10	0.1
CC(C)(C)NC(=S)NC(=O)C12CC3CCC(CC(C3)C1)C2	-1	-4	-4	-8	-20	-0.3	-5	-2	38	-0.3
O=C(Nc1cc(Cl)ncn1)c1ccccc1	8	-9	-16	1	1	-0.4	5	.	.	0.9
CC(Cc1ccccc1)NC(=O)c1cc2ccccc2o1 (configuration not stated)	-3	7	-2	-14	7	-1.8	-3	-10	26	2.4
CN(CC(=O)N1CCOCC1)S(=O)(=O)c1ccc2ccccc2c1	-10	5	3	-7	20	-2.4	7	1	14	-0.2
O=c1c2ccccc2nc(CSc2ncnc3nc[nH]c23)n1-c1ccc(Cl)c(Cl)c1	5	0	-7	-2	2	-5.6	3	2	30	.
O=C(COC(=O)c1ccc(Cl)c(S(=O)(=O)N2CCCCCC2)c1)NCc1ccccc1	1	7	.	.	-2	-1.3	6	.	.	0.2
COc1cc(OC)nc(Nc2nc(C(N)Cc3ccc(Cl)cc3)cs2)n1 (configuration not stated)	.	-11	.	.	8	0.4	-6	.	.	2.4
CSc1ncnc2c1ncn2CCCN1CCN(c2ncccn2)CC1	4	2	.	.	-1	i	-5	.	.	0.8
c1ccc2sc(NC3=NCN(C4CCCCC4)CN3)nc2c1	-1	-1	5	-9	.	i	.	3	17	0.1
COc1ccc(CN(C)C(=O)CCN=C2NS(=O)(=O)c3ccccc32)c(OC)c1	3	-7	3	-3	18	-0.2	0	.	.	0.4
CS(=O)(=O)N(CC(=O)Nc1ccc2c(c1)OCO2)Cc1ccc(Cl)cc1	12	0	-2	16	7	i	4	5	2	.
CCOc1ccccc1/C=N/NC(=O)c1nnn(-c2nonc2N)c1CN1CCC(C)CC1	27	8	1	.	-4	-0.4	-3	-8	31	1.8
COc1cc(C(C2C(=O)CC(C)(C)CC2=O)C2C(=O)CC(C)(C)CC2=O)cc(OC)c1OC	30	-1	10	-5	-9	i	-7	1	6	0.3
COc1ccc(-c2cc(C(F)(F)F)n3nc(C(=O)NCCN4CCOCC4)cc3n2)cc1	6	5	-6	-1	-39	2.1	-18	-5	7	-0.4
COCCN(C(=O)CCCC(=O)Nc1ccccn1)C(C(=O)NC1CCCC1)c1ccc(C)cc1 (configuration not stated)	5	12	-7	3	14	i	5	6	21	.
COc1cc(NS(=O)(=O)c2cc(C(=O)N3CCN(C(C)=O)CC3)ccc2OC)cc(OC)c1	9	3	-3	7	-1	-0.3	-1	0	13	0.0
O=C(Cn1cncn1)c1ccc(Cl)cc1	-6	-6	1	-6	-1	-0.3	4	1	6	-0.5
CCN(CC(=O)NCCc1ccccc1)S(=O)(=O)c1ccc(C)cc1	-2	4	-8	-7	6	-0.3	4	-3	4	.
COc1cccc(N2C(=O)Nc3ccc(Br)cc3C2(O)C(=O)NCCCOC(C)C)c1 (configuration not stated)	4	3	11	-16	-8	-1.1	3	3	-1	-0.7
CCOC(=O)C1C(C(=O)OC)=C(C2=CCCCC2)c2ccccc2N1S(=O)(=O)C(F)(F)F (configuration not stated)	0	19	.	-10	15	-1.5	-9	.	.	-1.0
Cc1ccc(-c2nnc(SCC(=O)N(C)C)nc2-c2ccc(C)cc2)cc1	1	18	-6	11	18	-0.2	-16	2	17	1.8
O=C(Cc1ccccc1F)Nc1ccc(Cl)nc1	-1	1	0	-8	-3	-0.4	1	4	-5	.
Cc1cc(SCc2ccc(Cl)cc2)nc(=O)[nH]1	1	7	-9	-22	2	-0.5	10	1	-9	1.7
CC(=O)c1cc2c(cc1NC(=O)CN1CCC(Cc3ccccc3)CC1)OCO2	-8	1	3	-6	-3	5.0	-3	4	13	.
O=C(Nc1ccccc1)N1CCC(O)(c2cccc(C(F)(F)F)c2)CC1	-14	-10	1	-6	-11	-0.3	11	2	25	1.4
N#CCCCCC#N	5	1	-3	-14	-3	-0.4	1	.	.	1.1
Cc1ccc(NC(=O)CNCc2ccccc2Cl)cc1S(=O)(=O)N(C)C	4	17	-3	-7	2	i	2	6	6	-1.1
CC(C)(C)OC(=O)C[C@H]1C/C=C\C[C@@H](CC(=O)N[C@@H](CO)Cc2ccccc2)C(=O)NC[C@@H](c2ccccc2)OC1=O	3	16	-4	7	6	i	-1	.	.	0.8

Continued; the last 2 above are carried over.
SMILES	MazF activator	Yp Topo-I inh	Rv3671c inh	SSB-PriA inh	CCHFV vOTU inh	BH1578 lux ind	PrPC surface inh	SARS 3CLpro inh	DUSP3 inh	TcdB GH inh
Cc1ccc(NC(=O)CNCc2ccccc2Cl)cc1S(=O)(=O)N(C)C	4	17	-3	-7	2	i	2	6	6	-1.1
CC(C)(C)OC(=O)C[C@H]1C/C=C\C[C@@H](CC(=O)N[C@@H](CO)Cc2ccccc2)C(=O)NC[C@@H](c2ccccc2)OC1=O	3	16	-4	7	6	i	-1	.	.	0.8
Cc1ccccc1NC(=O)c1cc(C(=O)c2cc(Cl)ccc2O)cn(-c2ccccc2C)c1=O	1	5	-46	18	6	i	15	2	-4	0.8
CC(C)NC(=S)N/N=C1\CCCc2ccccc21	1	-12	2	.	6	-0.1	-8	-1	13	0.5
CCC/C(=N\NC(=O)C1CCCC1)c1ccccc1	0	2	0	.	8	0.5	5	-6	40	0.6
COCCCn1c(=S)[nH]c2sc3c(c2c1=O)CCCS3	-7	1	0	-1	11	1.6	-4	-3	9	2.9
Cc1cc(SCC(=O)c2ccccc2)nc(C)n1	9	-2	1	-8	6	-3.4	2	3	25	.
O=C(CNC(=O)c1cccs1)N/N=C/c1cccc(Cl)c1	-12	6	-4	.	8	i	-5	2	4	1.5
O=C(COC(=O)c1ccccc1[N+](=O)[O-])Nc1cccnc1Cl	-3	-7	1	-2	-3	i	1	.	.	2.7
CCNC(=O)c1c(C)[nH]c(C(=O)OCC)c1C	-4	-8	-5	-9	-2	-0.6	0	0	11	.
Nn1c(SCc2ccc(F)cc2)nnc1-c1ccccn1	-8	-2	3	-3	9	-0.4	2	3	13	0.0
COc1ccc(NC(=O)CC2C(=O)N(c3ccc(Cl)cc3)C(=S)N2NC(=O)c2cccc(F)c2)cc1 (configuration not stated)	0	-10	-27	8	-8	i	-6	-8	6	1.4
FC(F)(F)c1ccc(NC(=S)NC2CCCCC2)cc1	0	-4	-1	-8	9	-3.3	8	4	43	1.5
O=C(Cc1ccc(S(=O)(=O)N2CCOCC2)s1)Nc1nc2c(s1)CCCC2	9	-13	-13	-5	7	0.6	-2	1	-3	.
CCOc1ccc(OCCn2c(=S)[nH]c3c(N)ncnc32)cc1	-3	6	-2	-8	-7	i	-2	3	11	7.5
O=C(NCCCCc1ccccc1)NC[C@@H]1CC[C@@H](Cc2ccc(-c3ccccc3)cc2)O1	-1	31	.	2	4	i	3	.	.	1.0
COc1ccc(CNC(=O)c2cc(=O)c3ccccc3o2)cc1	-1	3	1	0	15	-1.5	-11	-3	.	-0.2

These rows are one share of the data; rates above refer to the full screens.
